Screens deposited in PubChem BioAssay by The Scripps Research Institute Molecular Screening Center.
LYPLA1 counter – counter-screen for PME1 inhibitors: inhibitors of human LYPLA1. O75608. recombinant LYPLA1, FP-Rh probe fluorescence polarization. inhibition, % at 5.9 µM. actives 0.16% (n = 320,000). AID 2174;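 active = inhibition above the mean of all tested compounds plus 3 SD, set per campaign, cut at about 14% in these data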;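 note: inhibitors block serine hydrolase probe labeling of LYPLA1 so polarization falls; 0% = enzyme with DMSO and 100% = wells lacking LYPLA1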
PME-1 inh – blocks human protein phosphatase methylesterase 1; Q9Y570; actives 0.53% (n = 320,000); recombinant PME-1, FP-Rh probe fluorescence polarization; AID 2130; inhibition, % at 5.9 µM;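 active = inhibition above the campaign mean of all compounds plus 3 SD, cut at about 26% in these data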;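 note: competitive labeling of PME-1 active site by serine hydrolase directed probe; 0% = PME-1 with DMSO and 100% = wells lacking PME-1 enzyme; inhibitors block probe labeling so polarization falls and inhibition rises; many of its hits are not listed in these tables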
PAFAH1B3 inh – PAFAH1B3 (human) inhibition; Q15102; recombinant PAFAH1B3, FP-rhodamine probe, fluorescence polarization; inhibition, % at 3.39 µM; actives 0.28% (n = 340,000);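 active = inhibition above the screen-wide average of all tested compounds plus 3 SD, cut at about 25% in these data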;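 note: 0% = enzyme with DMSO only and 100% = wells lacking PAFAH1B3 protein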
Target sequence (Q15102 whole entry, looked up): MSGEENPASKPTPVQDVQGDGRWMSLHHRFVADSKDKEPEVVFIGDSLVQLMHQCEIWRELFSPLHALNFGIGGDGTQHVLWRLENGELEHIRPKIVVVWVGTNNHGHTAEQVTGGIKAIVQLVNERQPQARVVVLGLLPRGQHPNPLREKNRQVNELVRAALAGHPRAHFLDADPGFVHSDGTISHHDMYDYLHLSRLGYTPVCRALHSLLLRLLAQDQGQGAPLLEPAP
pPAFAH inh – inhibitors of human plasma PAF acetylhydrolase (pPAFAH); Q13093; inhibition, % at 3.39 µM; actives 1.5% (n = 330,000); AID 463082; recombinant pPAFAH, FP-rhodamine probe fluorescence polarization;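 active = inhibition above the mean inhibition across the screen plus 3 SD, cut at about 25% in these data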;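 note: inhibitors block binding of the rhodamine activity-based probe so polarization drops; 0% = enzyme with DMSO and 100% = wells lacking pPAFAH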
PAD4 FP inh – PAD4 (human) enzyme inhibition; AID 485272; recombinant PAD4, RCA probe fluorescence polarization; inhibition, % at 6.36 µM; Q9UM07; actives 0.41% (n = 330,000);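 active = percent inhibition above a cutoff equal to the mean of all tested compounds plus 3 SD, cut at about 15% in these data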;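 note: 0% = PAD4 with RCA probe and DMSO and 100% = probe without PAD4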
Target sequence (Q9UM07 whole entry, looked up): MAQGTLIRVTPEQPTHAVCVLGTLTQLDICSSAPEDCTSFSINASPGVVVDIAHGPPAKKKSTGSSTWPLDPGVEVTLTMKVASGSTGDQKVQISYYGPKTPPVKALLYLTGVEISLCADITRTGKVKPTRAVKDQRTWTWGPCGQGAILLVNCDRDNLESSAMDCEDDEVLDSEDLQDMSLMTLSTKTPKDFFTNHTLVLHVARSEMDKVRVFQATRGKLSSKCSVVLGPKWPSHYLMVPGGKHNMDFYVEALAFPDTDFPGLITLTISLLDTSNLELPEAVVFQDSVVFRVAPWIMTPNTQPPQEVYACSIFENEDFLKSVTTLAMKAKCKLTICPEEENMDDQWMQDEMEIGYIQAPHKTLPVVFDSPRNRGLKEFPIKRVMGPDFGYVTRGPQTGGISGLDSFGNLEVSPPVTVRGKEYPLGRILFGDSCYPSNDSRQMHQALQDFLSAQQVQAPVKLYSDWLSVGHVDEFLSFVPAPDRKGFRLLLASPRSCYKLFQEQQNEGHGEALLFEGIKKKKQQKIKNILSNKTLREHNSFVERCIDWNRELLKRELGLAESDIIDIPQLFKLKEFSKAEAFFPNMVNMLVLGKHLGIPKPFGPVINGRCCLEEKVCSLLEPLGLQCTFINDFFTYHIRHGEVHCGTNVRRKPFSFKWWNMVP
GSTO1 inh – counter-screen for RBBP9 inhibitors: inhibitors of human GSTO1. recombinant GSTO1, activity-based probe fluorescence polarization. inhibition, % at 5.96 µM. actives 1.1% (n = 300,000);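 active = inhibition above the campaign mean inhibition plus 3 SD, cut at about 35% in these data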;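 note: 0% = GSTO1-1 with DMSO and 100% = wells lacking GSTO1-1 enzyme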
PAFAH1B2 FP inh – inhibitors of human PAFAH1B2; inhibition, % at 3.39 µM; actives 1.2% (n = 340,000); AID 492953; recombinant PAFAH1B2, FP-rhodamine activity probe, fluorescence polarization;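 active = inhibition above the mean of all tested compounds plus 3 SD, cut at about 24% in these data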;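 note: 0% = enzyme with DMSO and 100% = wells lacking PAFAH1B2; many of its hits are not listed in these tables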
LYPLA2 counter – counter-screen for PME1 inhibitors: inhibitors of human LYPLA2; inhibition, % at 5.9 µM; AID 2177; recombinant LYPLA2, FP-Rh probe fluorescence polarization; actives 0.38% (n = 320,000);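 active = inhibition above the screen-wide mean plus 3 SD, limit set per campaign, cut at about 26% in these data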;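 note: 0% = LYPLA2 with DMSO and 100% = wells lacking LYPLA2 enzyme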
PAFAH2 inh – inhibitors of human PAFAH2 | AID 492956 | recombinant PAFAH2, FP-rhodamine activity probe, fluorescence polarization | actives 0.99% (n = 340,000) | inhibition, % at 3.39 µM | Q99487;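 active = inhibition above the mean over all tested compounds plus 3 SD, cut at about 30% in these data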;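 note: inhibitors block probe labeling of enzyme so polarization drops; 0% = enzyme with DMSO and 100% = wells lacking PAFAH2 protein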
An asterisk follows results filed as active; . = not tested or not shown. Not all compounds are listed; count on the stated rates, not on these rows.

entry	SMILES	LYPLA1 counter	PME-1 inh	PAFAH1B3 inh	pPAFAH inh	PAD4 FP inh
1	CCOC(=O)N1CCN(c2c(NC3CCN(Cc4ccccc4)CC3)c(=O)c2=O)CC1	0	0	5	-1	2
2	O=C(CN1CCOCC1)Nc1ccccc1-c1ccccc1	-1	-2	5	6	1
3	Cn1c(=O)[nH]c(=O)c2c1nc(CN1CCN(c3ccccc3F)CC1)n2CCCc1ccccc1	-3	-5	17	0	-1
4	CC[C@]1(C(=O)OC)[C@H]2C(=O)N(C)C(=O)[C@H]2[C@H]2CN(C)C(=NCc3ccccc3)N21	.	.	7	4	3
5	COc1cccc(N2CC34C=CC(O3)C(C(=O)O)C4C2=O)c1 (stereo not given)	-1	-3	5	5	1
6	O=C(O)CN1C2=NCCCN2c2ccccc21	-3	-1	10	-4	-1
7	COc1cc(C(=O)Oc2ccc(/C=N/NC(=O)c3ccncc3)cc2)cc(OC)c1OC	-7	5	11	9	4
8	N#Cc1ccc(-c2ccc(OCC(O)CN3CCCCC3)cc2)cc1 (stereo not given)	-2	-3	4	4	-2

entry	GSTO1 inh	PAFAH1B2 FP inh	LYPLA2 counter	PAFAH2 inh
1	1	1	1	3
2	-4	23	0	4
3	10	0	5	-1
4	.	3	.	6
5	4	3	-2	-2
6	7	-3	-7	4
7	-2	10	0	-4
8	2	-1	-1	5

Following part
entry	SMILES	LYPLA1 counter	PME-1 inh	PAFAH1B3 inh	pPAFAH inh	PAD4 FP inh
9	Cc1ccc(C(=O)Nc2ccc(N3CCN(C(=O)c4ccco4)CC3)cc2)c(Cl)c1	9	1	-3	10	-3
10	Cc1noc(C)c1C(=O)NCc1cccs1	-2	-9	-6	-4	4
11	C[C@H](CO)NC(=O)[C@@H]1C[C@H]1[C@@H](NP(=O)(c1ccccc1)c1ccccc1)c1ccccc1	1	-2	3	-7	-2
12	O=C(COC(=O)c1cccc(Br)c1)NCCNC(=O)COC(=O)c1cccc(Br)c1	2	6	7	1	-5
13	CCn1c(COc2ccccc2C)nnc1SCC(=O)N1CCC(C)CC1	-3	6	1	4	-3
14	Oc1ccc(-c2nc3ccccn3c2NCc2ccc3c(c2)OCO3)cc1	2	-8	4	4	-5
15	Cc1ccc2[nH]cc(S(=O)(=O)c3ccc(C(C)C)cc3)c(=O)c2c1	2	-2	8	-2	-3
16	CCOCC(=O)N1CCN(c2ccccc2OC)CC1	0	1	10	1	-2

entry	GSTO1 inh	PAFAH1B2 FP inh	LYPLA2 counter	PAFAH2 inh
9	-6	-1	42*	-6
10	14	4	1	4
11	0	4	-3	5
12	2	0	5	4
13	-1	1	-3	4
14	4	3	4	11
15	-1	3	3	6
16	5	2	7	1

Further results.
entry	SMILES	LYPLA1 counter	PME-1 inh	PAFAH1B3 inh	pPAFAH inh	PAD4 FP inh
17	CC(CS(=O)(=O)c1ccc2c(c1)NC(=O)CS2)C(=O)N1CCN(c2cccc(Cl)c2)CC1 (stereo not given)	-1	6	0	25*	-4
18	Cc1ccc(NC(=O)CN2C(=O)NC3(CCc4ccccc43)C2=O)cc1S(=O)(=O)N1CCCCC1 (stereo not given)	0	1	4	3	-4
19	O=C(COc1ccccc1)Nc1ccccc1N1CCN(c2ccc(F)cc2)CC1	-1	3	-1	2	5
20	CSc1cnc2c(=O)n(C)c(=O)[nH]c2n1	-2	4	-1	1	-3
21	O=C(Nc1ccccc1C(=O)NCC1CCCO1)c1ccccc1 (stereo not given)	-1	3	6	-3	-3
22	O=c1cc(CSc2nc(NCc3ccccc3)c3ccccc3n2)nc2ccc(Cl)cn12	-5	3	2	0	5
23	CS(=O)(=O)NCc1nnc(SCc2c(F)cccc2Cl)o1	3	3	1	3	4
24	CCOC(=O)c1ccccc1NC(=O)C(C)Oc1ccccc1 (stereo not given)	1	6	-3	5	-2

entry	GSTO1 inh	PAFAH1B2 FP inh	LYPLA2 counter	PAFAH2 inh
17	-5	-1	-2	-2
18	-5	1	0	-5
19	0	-4	-4	3
20	5	1	-11	0
21	-9	4	-5	0
22	42*	1	-4	-1
23	7	-1	5	-5
24	-2	1	2	1

Part of the list above, reduced to pPAFAH inh, PAD4 FP inh and PAFAH2 inh:
nr	SMILES	pPAFAH inh	PAD4 FP inh	PAFAH2 inh
17	CC(CS(=O)(=O)c1ccc2c(c1)NC(=O)CS2)C(=O)N1CCN(c2cccc(Cl)c2)CC1 (stereo not given)	25*	-4	-2
15	Cc1ccc2[nH]cc(S(=O)(=O)c3ccc(C(C)C)cc3)c(=O)c2c1	-2	-3	6

Given with values under each structure: 3 of the compounds above.
The line under a structure holds: LYPLA1 counter | PME-1 inh | PAFAH1B3 inh | pPAFAH inh | PAD4 FP inh | GSTO1 inh | PAFAH1B2 FP inh | LYPLA2 counter | PAFAH2 inh
22	O=c1cc(CSc2nc(NCc3ccccc3)c3ccccc3n2)nc2ccc(Cl)cn12
    -5 | 3 | 2 | 0 | 5 | 42* | 1 | -4 | -1
23	CS(=O)(=O)NCc1nnc(SCc2c(F)cccc2Cl)o1
    3 | 3 | 1 | 3 | 4 | 7 | -1 | 5 | -5
24	CCOC(=O)c1ccccc1NC(=O)C(C)Oc1ccccc1 (stereo not given)
    1 | 6 | -3 | 5 | -2 | -2 | 1 | 2 | 1

Additional records.
entry	SMILES	LYPLA1 counter	PME-1 inh	PAFAH1B3 inh	pPAFAH inh	PAD4 FP inh
25	CC1=C(C(=O)Nc2ccc(Cl)cc2)C2(CCCCC2)C(C(N)=O)C(=S)N1 (stereo not given)	1	4	.	1	-8
26	COc1ccc(C(=S)N2CCOCC2)cc1OS(=O)(=O)c1ccccc1[N+](=O)[O-]	-2	9	4	2	0
27	Cc1noc(C)c1C(=O)OCC(=O)NCCc1ccccc1	-1	-5	2	-5	-5
28	CCCCC(=O)NC(=S)Nc1cccc(NC(=O)c2ccco2)c1	-6	5	5	-2	1
29	O=C(CN1CCN(c2ncccn2)CC1)Nc1ccccc1-n1cccc1	8	-5	5	6	-7
30	C=CCn1c(SCC(=O)Nc2ccc(F)cc2F)nc2c([nH]c3ccccc32)c1=O	1	3	8	-1	-1
31	O=C(CCSc1nccn1Cc1ccccc1)N1CCOCC1	2	2	5	4	-1
32	C[C@@H](C(=O)NCc1ccco1)N1C(=O)N2CCc3c([nH]c4ccccc34)[C@@]2(C)C1=O	3	-2	4	6	-3

entry	GSTO1 inh	PAFAH1B2 FP inh	LYPLA2 counter	PAFAH2 inh
25	3	.	-1	.
26	-4	-1	1	-1
27	.	5	-6	0
28	-4	5	7	-3
29	-4	-5	6	1
30	1	-3	-7	-2
31	3	6	7	-8
32	7	3	10	-3

The results go on.
entry	SMILES	LYPLA1 counter	PME-1 inh	PAFAH1B3 inh	pPAFAH inh	PAD4 FP inh
33	N#Cc1ccc(N2CCOCC2)c([N+](=O)[O-])c1	-2	-1	7	3	3
34	CC(C)CC(=O)Nc1ccc(C(=O)COC(=O)C2CC(=O)N(Cc3ccccc3)C2)cc1 (stereo not given)	-1	2	6	6	2
35	CC1CCCCN1CCNC(=O)c1cnn2ccccc12 (stereo not given)	4	-2	10	4	1
36	CN(c1ccccc1)S(=O)(=O)c1cccc(C(=O)NC2CC(C)(C)NC(C)(C)C2)c1	1	6	5	3	0
37	N/C(=N\c1nc2c(c(=O)[nH]1)CCCC2)Nc1ccccc1Sc1ccccc1	1	-1	7	6	-2
38	COc1ccc(S(=O)(=O)NN(C)C(=O)c2nn(-c3ccccc3)ccc2=O)cc1	-3	-1	2	3	-2
39	O=C(NCCCN1CCCCC1)C1CC(=O)N(CCc2ccccc2)C1 (stereo not given)	0	0	-7	0	-2
40	O=C(NC(=S)Nc1ccc(N2CCN(C(=O)c3ccccc3)CC2)cc1)c1cccs1	2	14	-3	10	-1

entry	GSTO1 inh	PAFAH1B2 FP inh	LYPLA2 counter	PAFAH2 inh
33	6	3	-6	-1
34	.	2	9	-3
35	5	-1	4	-10
36	.	0	3	0
37	1	0	4	-9
38	-2	-1	-4	-4
39	-7	6	1	2
40	3	4	13	-1

Further structures follow:
entry	SMILES	LYPLA1 counter	PME-1 inh	PAFAH1B3 inh	pPAFAH inh	PAD4 FP inh
41	Cc1ccc(-c2cn3cc(C)ccc3n2)cc1	3	-2	8	-4	-6
42	COc1ccc(CCn2c(C)ccc2C)cc1OC	-2	1	.	4	-4
43	O=C(O)CCC(=O)Nc1cccc(C(=O)Nc2ccc(Br)cc2)c1	-2	-7	5	-4	-6
44	CCOc1cccc(/C=C/c2cc(C(=O)O)c3ccccc3n2)c1OC	2	-1	0	-13	-4
45	COc1cccc(CCNS(=O)(=O)CCNC(=O)c2cccc(OC)c2)c1	1	5	7	0	4
46	Cn1c(=O)cc(OCCCC(=O)NCc2cccnc2)c2ccccc21	-5	-7	-3	-1	0
47	O=C(c1ccccc1Sc1cccc2ccccc12)N1CCOCC1	-5	3	4	5	4
48	Cc1ccc2[nH]c3nc(SCCN4CCOCC4)nnc3c2c1	3	-6	-5	4	-5

entry	GSTO1 inh	PAFAH1B2 FP inh	LYPLA2 counter	PAFAH2 inh
41	-3	3	-1	4
42	3	.	-5	.
43	-2	4	-8	-1
44	-6	1	-5	-6
45	4	2	7	4
46	4	-1	-7	2
47	2	-1	-2	2
48	-3	5	1	14
